Compound activity: PubChem BioAssay, several laboratories
T cell HTS: modulates CD8 T cell binding to vesicles; calls only at 7 µM; 330,000 tested, 0.068% active; 2C CD8+ T cell-vesicle binding, flow cytometry; active compounds read low;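 active means response, share of CD8 T cells binding vesicles, and their 90th percentile fluorescence all below set limits, cut at about 80% in these data, passing the limit was not always enough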
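Read-out – percent CD8+ FL2 mean versus row control · System – murine 2C transgenic CD8+ T lymphocytes · Times – 1.5 h cell–vesicle binding at 37 °C, then 20 min icy labelling · Control set – naked vesicles low, QL9 vesicles with vehicle high · Detection – cytometric PE anti-B7-1 and Alexa647 anti-CD8 signals after 1% paraformaldehyde fixation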
b-catenin transl: alters nuclear translocation of beta-catenin in HeLa cells; immunofluorescence imaging; nuclear translocation activity, % at 5 µM; 190,000 tested, 0.3% active; AID 1665;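 active means nuclear translocation activity above 50% at 5 µM, with a well cell count of 50 or more; inconclusive means wells under 50 cells across six images, flagged as toxic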;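 further: per-cell ratio of nuclear to cytoplasmic median beta-catenin stain intensity; plate controls were DMSO negative control for no effect and GSK-3 inhibitor IX positive control for full effect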
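Signal – beta-catenin immunofluorescence imaging with DAPI · Test system – human HeLa cell line · Dosing – 5 µM primary single dose, 0.1% DMSO, 0.02–20 µM confirmation series · Measure – % activation, nuclear-to-cytoplasmic median beta-catenin signal ratio per cell · Incubation – 24 h compound exposure at 37°C, 5% CO2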
MT stabilize HCS: stabilizes microtubules in HeLa cells | AID 2205 | 200,000 tested, 0.83% active | HeLa tubulin immunostaining HCS, 24 h; share of cells brighter than vehicle mean+2SD | % tubulin-high responders, % at 10 µM;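 active means plate Z-score above 3 for both tubulin-high and condensed-nucleus cell shares, with cell loss under 80%, at 10 µM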;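 further: anti alpha tubulin signal scored within the nucleus-defined area of each cell; some results filed as inactive read as strong as hits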
human PMI inhibition: inhibitors of human PMI, primary screen, biochemical, fluorescence intensity, coupled assay (AID 1209); purified PMI enzyme, coupled fluorescence intensity; higher % means a stronger effect; inhibition, % at 20 µM, or IC50 in µM where a hit was titrated; 190,000 tested, 0.42% active; in the data active means inhibition above about 50%;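 further: plate controls were DMSO vehicle for no effect and wells lacking substrate for full effect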
Myeloid diff 2: compounds promoting myeloid differentiation; ER-HoxA9 myeloid progenitors, lysozyme-GFP differentiation, flow cytometry; calls only at 10 µM; 360,000 tested, 1% active; AID 624256;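 active means normalized GFP-positive differentiation at or above the plate's own cutoff, the solvent-only control mean plus 3 SD; inconclusive means no clear call, values can overlap the other calls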;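 further: cells exposed to compound for four days before flow analysis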
Dynein transport: dynein cargo transport inhibition | 3617.4 mouse cells, GR-EGFP nuclear translocation imaging; test concentration mostly 20 µM; stimulated with dexamethasone, 1 µM; active compounds read low | z-score, hits read low | 220,000 tested, 0.47% active;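 active means plate z-score of nuclear minus cytoplasmic receptor signal below a set negative limit, without overly bright fluorescence or cell loss, cut at about -3.5 in these data, passing the limit was not always enough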;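 further: z-score of nuclear minus cytoplasmic ring GR-EGFP intensity difference per well; some compounds called inactive have numbers as strong as hits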
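Medium: Induction medium lacking tetracycline, stripped serum | Probe or stimulus: 1.0 µM final dexamethasone stimulus | Schedule: 48 h induction, then 1 h compound, then 30 min agonist, 37 °C | Signal: Automated 10x imaging of fixed Hoechst-stained cells | Evaluation: Per-cell GR-EGFP intensity, nucleus versus surrounding cytoplasmic ring, well-averaged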
TNAP activators: human TNAP enzyme activators, primary screen, biochemical, luminescent, no phosphate acceptor, uHTS (AID 1001). purified TNAP, luminescent activation assay, no phosphate acceptor; higher activation fold means a stronger effect. activation fold at 20 µM; hits with a dose series show EC50 in µM. 200,000 tested, 0.03% active; in the data active means activation fold from about 3, or a potency from the dose series; inactive means the rest, 99 in 100 with activation fold below about 1.6; further: many of its hits are not listed in these tables
Hep lipid drop: modulators of hepatic lipid droplet formation | inhibition, % at 6.5 µM | AID 1656 | AML12 mouse hepatocytes, oleate lipid droplets, BODIPY imaging | 240,000 tested, 0.4% active;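 active means lipid droplet intensity inhibited by at least 50%, with more than 500 cells counted; inconclusive means wells with under 300 cells, treated as cytotoxic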
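Material: mouse AML12 hepatocyte cell line, fixed after treatment; Timing: compound with oleate, overnight; Technique: high-content imaging of BODIPY-stained droplets and DAPI nuclei; Probe or stimulus: oleate, 100 µM final; Dosing: compound at 6.5 µM only.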
Ins promoter up: MIN6 insulin promoter up-regulation. MIN6 insulin promoter-GFP reporter, high-content imaging; active compounds read high. z-score at 5 µM. 190,000 tested, 0.3% active. AID 1625;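 active means z-score above 3 at 5 µM with at least 500 cells counted in the well; inconclusive means wells under 500 cells, flagged as cytotoxic or low count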
Dynein transport cytoplasmic EGFP: recorded beside Dynein transport, whose call it bears; z-score; measured here: cytoplasmic GR-EGFP intensity; active compounds read high
Dynein transport nuclear GR-EGFP: further read-out of Dynein transport, marked with its call; z-score; measured here: nuclear GR-EGFP intensity;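 lower value marks the stronger effect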
Dynein transport cell count: recorded beside Dynein transport, whose call it bears; z-score; measured here: cell count per field
Ins promoter up cell count: also measured in Ins promoter up; calls as there; cell count; measured here: cytotoxicity, nuclei count;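 total cells summed across four imaged fields per well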
Hep lipid drop cells 6.5 µM: further read-out of Hep lipid drop, marked with its call; cell count; measured here: cell count, cytotoxicity flag;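 cells counted across two imaged fields per well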
b-catenin transl cell count 5 µM: further read-out of b-catenin transl, marked with its call; cell count; measured here: cell count, cytotoxicity flag
T cell HTS vesicle-bound %: further read-out of T cell HTS, marked with its call; double positive events, %; measured here: CD8+ vesicle-bound cell fraction;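 binding gate set so that unloaded-vesicle control wells show 10% double positive cells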
MT stabilize HCS Hoechst-high %: second read-out of MT stabilize HCS, no call of its own (marks repeat the call); % Hoechst-high responders; measured here: nuclear condensation Hoechst responders;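 share of cells brighter than vehicle mean plus two SD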
MT stabilize HCS cytotoxicity %: further read-out of MT stabilize HCS, marked with its call; toxicity, %; measured here: cytotoxicity by cell density;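 0% = mean cell density of plate MIN control wells and 100% = no cells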
Myeloid diff 2 GFP+ MAC1+ %: recorded beside Myeloid diff 2, whose call it bears; GFP+ MAC1+ double positive, %; measured here: differentiation confirmed by MAC1 staining
Starred values were filed as active, the others as inactive; i = inactive; ? = inconclusive; / = no result given. The order is random. About 3% of those tested had a hit in this group.

SMILES	T cell HTS	T cell HTS vesicle-bound %	b-catenin transl	b-catenin transl cell count 5 µM	MT stabilize HCS	MT stabilize HCS Hoechst-high %	MT stabilize HCS cytotoxicity %	human PMI inhibition	Myeloid diff 2	Myeloid diff 2 GFP+ MAC1+ %	Dynein transport	Dynein transport cytoplasmic EGFP	Dynein transport nuclear GR-EGFP	Dynein transport cell count	TNAP activators	Hep lipid drop	Hep lipid drop cells 6.5 µM	Ins promoter up	Ins promoter up cell count
CC(=O)Nc1cccc(C(=O)OCC(=O)NCc2ccc(F)cc2)c1	i	1.2	2.9	1045	2.1	1.9	7.4	-7.8%	i	0.4	-0.628	-0.309	-0.138	1.19	1.2	11.9	716	-0.3	1262
CCCCOc1ccc(C(=O)NCC(=O)OCC(=O)N2CCN(S(=O)(=O)c3ccc(C)cc3C)CC2)cc1	i	51.6	-1.5	940	5.5	2.6	4.5	13.1%	i	0.4	-0.222	-0.275	-0.238	0.255	1.2	2.3	608	/	/
N#Cc1ccc(OCC(=O)N2CCN(S(=O)(=O)c3cccs3)CC2)cc1	i	22.3	-2.5	1169	2.2	1.4	9.6	3.0%	i	0.8	-0.523	-0.223	0.0353	0.121	1.1	/	/	0	1264
CC(N=c1ccccn1C(=O)Nc1ccc(F)cc1)c1ccco1 (stereo not drawn)	i	19.9	-8.0	1078	6.0	3.0	8.8	4.4%	i	4.6	-0.487	-0.206	-0.0436	0.0475	1.1	/	/	0.08	1210
CCOc1ccc(OCC)c(NC(=O)C2CCCN(S(=O)(=O)c3cccs3)C2)c1 (stereo not drawn)	/	/	-0.6	1326	4.7	3.1	5.6	8.6%	i	0.8	-0.368	-0.305	-0.0813	-0.0423	1.1	/	/	0.52	1491
Cc1cc(C)c(C)c(S(=O)(=O)N2C(=S)NC(=O)C2CC(C)C)c1C (stereo not drawn)	i	48.3	-2.5	1114	2.1	1.8	7.4	6.9%	i	1.0	-1.24	-0.1	-0.409	0.425	1	-3.1	732	-0.07	844
Cc1ccc(NC(=O)/C=C/c2ccc3c(c2)OCO3)cc1S(=O)(=O)N1CCOCC1	i	35.4	1.0	908	4.2	1.9	0.6	14.3%	i	1.4	-1.21	-0.256	-0.0648	0.925	1	-0.1	615	/	/
COc1ccc(/C(C)=N/NC(=O)c2ccc(CSc3nncn3C)cc2)cc1	i	59.7	-1.4	1033	2.6	1.6	2.0	-2.1%	i	0.1	2.06	-0.135	1.3	-1.23	1	1.4	657	0.48	1309
C/C(=N\OCc1ccccc1C#N)c1cc2ccccc2o1	i	57.0	0.8	1067	2.0	2.6	4.4	-18.7%	i	0.4	1.79	-0.225	0.898	-1.68	1	36.9	705	-0.99	1218
COc1ccc(OC)c(-c2cc(C(=O)Nc3c(C)nn(Cc4ccc(Cl)cc4)c3C)no2)c1	i	9.8	0.2	858	5.2	2.6	2.3	7.9%	?	/	-1.08	-0.302	-0.255	0.715	1	/	/	-1.05	1030
Cn1c(CCNC(=O)c2ccco2)nc2cc(NS(=O)(=O)c3ccc(Cl)cc3)ccc21	i	23.3	-1.6	960	2.0	1.2	3.5	-2.0%	i	0.6	0.628	-0.137	0.444	-0.732	1.1	/	/	-1.64	1286
COc1ccc(C)cc1-n1cnnn1	i	22.6	1.7	1258	/	/	/	/	i	0.5	2.03	-0.231	0.781	-1.32	/	-4.9	696	-0.61	1442
COc1ccc(Cl)cc1NC(=S)N(Cc1cccnc1)Cc1ccco1	i	27.9	-3.4	1062	2.1	2.4	8.0	-5.5%	/	/	-0.368	-0.11	-0.768	-0.479	0.9	-13.2	679	-0.51	1277
CN(C)c1nc(N)nc(Nc2ccccc2C#N)n1	i	44.8	-4.9	1084	2.0	1.3	13.4	8.2%	i	0.9	-0.76	-0.193	-0.286	0.894	1.1	-1.4	633	0.06	2056
Cc1c(N=C2SCC(=O)N2/N=C/c2ccccc2Cl)c(=O)n(-c2ccccc2)n1C	i	36.8	/	/	2.0	1.7	14.4	3.2%	i	0.0	-0.544	0.149	-0.0814	-2.22	1.1	25.0	787	-0.13	971
COC(=O)Cc1ccc(NC(=S)NCc2ccccc2)cc1	i	10.6	-0.2	1096	4.2	2.1	10.0	13.4%	i	0.4	-0.899	-0.227	-0.628	0.367	1.1	15.0	706	0.26	1489
COc1nc(-c2ccccc2)ccc1-c1noc(-c2ccccc2)n1	i	59.2	-1.1	1172	7.4	2.7	6.9	11.1%	/	/	-0.654	-0.109	0.19	-0.0506	1	-1.6	775	0.93	1309
CCOC(=O)c1sc(N)c(C#N)c1COC(=O)CNC(=O)c1ccccc1	i	26.1	-2.9	855	1.7	1.1	1.0	-5.3%	i	1.1	-0.236	-0.2	-0.0859	0.403	1.1	/	/	0.52	1163
CCC1=C(OC(=O)N(CC)CC)N2C(=O)OC(=NCC3CC3)[C@]2(Cc2ccccc2)[C@H]2C1=CC[C@H]1C(=O)N(c3ccccc3)C(=O)[C@H]12	i	27.1	-1.9	1270	/	/	/	/	i	2.1	-0.825	-0.784	-0.373	0.308	/	-39.3	694	-0.79	943
CCOC(=O)N/N=C(/C)c1ccc([N+](=O)[O-])o1	i	11.4	-1.5	1380	2.6	1.9	7.3	-9.8%	i	8.3	0.406	-0.161	0.335	-0.261	1.1	/	/	0.16	1468
CC(=O)NC(c1ccc(Cl)cc1)c1c(O)ccc2ccc(O)cc12 (stereo not drawn)	i	59.8	0.3	1473	3.2	1.9	3.2	33.4%	i	0.5	0.224	-0.277	0.11	0.0401	1.1	-11.3	722	10.6*	1503*
C=CCn1c(SCC(=O)Nc2ccc3c(c2)OCO3)nc2ccccc2c1=O	i	23.6	1.7	866	2.4	1.4	18.1	22.9%	i	1.8	0.426	-0.211	0.588	0.634	1.1	-11.0	733	0.51	1365
Cc1cc(C)c2sc(NC(=O)c3ccc(N4C(=O)CCC4=O)cc3)nc2c1	i	49.2	0.3	1392	/	/	/	/	i	0.6	-0.368	-0.236	-0.222	0.901	/	3.9	664	0.51	1109
Cn1c(SCC(=O)OC2CCCCC2)nnc1-c1ccco1	i	22.2	-3.8	508	3.5	2.3	3.1	-13.4%	i	1.1	-1.02	-0.223	-0.448	0.0444	1.1	2.8	690	1.07	1417
Cc1sc2ncnc(N)c2c1C	i	56.8	-0.3	1275	/	/	/	/	i	0.1	0.837	0.256	0.472	0.264	/	-3.9	683	0.27	1084
CN1CCCCc2c1nc1c(c2N)CCCC1	i	28.5	-4.4	974	0.9	1.6	10.2	-14.5%	i	1.3	0.00943	-0.194	0.227	0.491	1	/	/	-0.48	1365
CCOc1ccccc1NC(=O)C1CCCN(C(=O)NCc2ccccc2)C1 (stereo not drawn)	i	8.8	0.7	1098	3.4	2.2	2.5	6.3%	i	1.0	0.308	-0.178	0.662	-0.39	1	-24.4	716	-0.76	1227
CC1CCN(c2nc3c(c(=O)[nH]c(=O)n3C)n2CCCc2ccccc2)CC1	i	39.8	-0.7	1046	4.0	4.8	4.2	18.9%	i	4.1	-0.0116	-0.259	0.123	0.105	1.1	-14.6	572	-0.52	1605
CC(CC(=O)Nc1ccc(S(=O)(=O)N2CCOCC2)cc1)c1ccccc1 (stereo not drawn)	i	8.1	-0.7	1268	/	/	/	/	i	0.5	0.74	-0.11	0.817	-0.813	/	14.3	703	-1.16	1084
Cc1cc(C(=O)NNC(=S)NCC(C)C)cs1	i	25.0	-0.3	459	2.0	1.9	6.6	-10.5%	i	0.4	1.03	-0.193	0.633	-1.86	2.7	-15.1	585	-0.24	1137
S=C(NC1CCCC1)N1CCN(C/C=C/c2ccccc2)CC1	i	58.2	-3.6	997	5.5	2.9	10.1	-11.0%	i	0.3	0.262	0.656	0.957	-1.13	1	-51.2	616	-0.07	1510
O=C(O)c1ccc(COc2ccc3c(c2)CCC3)cc1	i	27.1	0.1	1305	/	/	/	/	i	0.2	-0.332	-0.245	-0.562	1.06	/	2.5	786	-0.55	1140
NC(=O)c1cc(C(=O)c2ccc(Cl)cc2)c[nH]1	i	32.5	-1.1	1010	6.2	1.8	6.2	-1.4%	i	0.1	-0.521	-0.26	-0.124	-0.117	1.1	-11.5	611	0.1	1564
CCOC(=O)c1c(-c2cccc([N+](=O)[O-])c2)csc1NC(=O)CCCOc1ccccc1	i	32.9	-2.2	1096	2.5	2.0	8.5	10.8%	i	0.9	-0.706	-0.283	-0.44	0.416	1.1	5.6	708	-0.77	1402
O=S(=O)(c1ccc2c(c1)OCCO2)N1CCN(Cc2ccccc2)CC1	i	53.6	0.2	1248	0.8	1.4	4.4	7.9%	i	2.1	-0.831	-0.00748	-0.265	1.34	1.1	-3.5	759	-0.61	903
